High-throughput results: PubChem, several laboratories
UHRF1 MBD2 ctr – UHRF1 methylated DNA binding inhibitors, primary screen, counter-screen for MBD2 inhibitor project, biochemical, TR-FRET, human UHRF1, single concentration | E3 ubiquitin-protein ligase UHRF1 (Homo sapiens), Q96T88 | UHRF1 binding to methylated oligo | inhibition, % at 4.4 µM | 370,000 compounds, 0.75% hits | AID 687016, 2013; in the data active = inhibition above about 21%;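 note: UHRF1 SRA domain binding a hemimethylated CpG hairpin DNA probe; 0% = median of test compound wells and 100% = reference inhibitor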
Target sequence (Q96T88 whole entry, looked up, the tested form may be a part): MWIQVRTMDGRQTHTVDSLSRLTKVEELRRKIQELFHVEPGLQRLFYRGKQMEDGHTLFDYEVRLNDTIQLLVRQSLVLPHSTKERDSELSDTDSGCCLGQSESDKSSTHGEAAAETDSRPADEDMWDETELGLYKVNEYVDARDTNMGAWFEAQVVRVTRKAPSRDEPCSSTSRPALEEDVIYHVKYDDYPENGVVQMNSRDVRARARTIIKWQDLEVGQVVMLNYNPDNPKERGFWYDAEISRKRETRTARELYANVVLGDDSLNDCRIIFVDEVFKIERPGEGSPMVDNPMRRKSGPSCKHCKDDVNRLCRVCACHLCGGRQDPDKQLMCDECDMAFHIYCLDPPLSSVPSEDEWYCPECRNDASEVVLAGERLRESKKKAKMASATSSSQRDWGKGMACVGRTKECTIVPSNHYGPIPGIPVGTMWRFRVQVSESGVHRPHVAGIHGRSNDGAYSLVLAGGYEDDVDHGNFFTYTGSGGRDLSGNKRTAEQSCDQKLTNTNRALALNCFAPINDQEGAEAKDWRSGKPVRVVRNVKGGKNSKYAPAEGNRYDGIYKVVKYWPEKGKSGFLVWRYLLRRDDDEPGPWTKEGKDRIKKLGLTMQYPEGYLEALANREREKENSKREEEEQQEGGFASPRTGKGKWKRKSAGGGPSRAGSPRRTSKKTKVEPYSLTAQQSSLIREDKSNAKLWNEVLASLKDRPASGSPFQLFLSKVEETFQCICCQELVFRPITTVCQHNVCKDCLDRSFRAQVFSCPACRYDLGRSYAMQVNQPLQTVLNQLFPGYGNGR
PRMT1 inh – PRMT1 methyltransferase inhibitors, primary screen, biochemical, fluorescence polarization | Protein arginine N-methyltransferase 1 (Homo sapiens), Q99873 | recombinant PRMT1, activity-based probe fluorescence polarization | AID 652257, 2013 | inhibition, % at 2.79 µM | 370,000 compounds, 1.3% hits;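 active = inhibition above about 21% made by adding two undisclosed values, limit read from the data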
rCAG RNA binder – binders of r(CAG) RNA repeats, primary screen, biochemical, fluorescence; AID 651821, 2012; r(CAG) RNA repeat, TO-PRO-1 dye displacement fluorescence; 370,000 compounds, 1.3% hits; inhibition, % at 3 µM;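 active = inhibition above the plate cutoff, the mean of all test compounds on that plate plus 3 SD, cut at about 35% in these data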;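 note: 0% = DMSO alone and 100% = 100 µM mitoxantrone as full dye displacement; higher means more dye released from RNA so lower well fluorescence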
mABHD4 FP – ABHD4 inhibitors, primary screen, biochemical, fluorescence polarization, mouse; purified mABHD4, FP-Rh probe fluorescence polarization; inhibition, % at 8.92 µM; 370,000 compounds, 0.54% hits; (Lyso)-N-acylphosphatidylethanolamine lipase (Mus musculus), Q8VD66;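 active = inhibition exceeding the mean over every tested compound plus 3 SD, cut at about 30% in these data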;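 note: 0% = plate median of compound wells and 100% = S159A mutant with DMSO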
Target sequence (Q8VD66 whole entry, looked up): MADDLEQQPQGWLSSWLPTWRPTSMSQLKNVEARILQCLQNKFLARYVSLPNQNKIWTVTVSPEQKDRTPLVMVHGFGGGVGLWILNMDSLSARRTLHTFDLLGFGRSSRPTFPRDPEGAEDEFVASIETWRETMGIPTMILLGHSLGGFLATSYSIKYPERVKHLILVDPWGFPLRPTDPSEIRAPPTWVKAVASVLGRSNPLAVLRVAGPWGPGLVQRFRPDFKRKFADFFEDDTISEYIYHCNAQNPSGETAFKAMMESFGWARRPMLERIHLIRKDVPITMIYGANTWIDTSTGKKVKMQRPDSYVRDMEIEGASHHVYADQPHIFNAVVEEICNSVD
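System: mouse ABHD4 enzyme, wild type / Medium: HEPES pH 7.0, NaCl, Pluronic buffer / Reagent: FP-Rh activity-based fluorescent probe / Control set: S159A mutant high control, sample median low control / Detection: fluorescence polarization with parallel and perpendicular emission, 525/598 nm / Schedule: 45 min + 60 min at 25 °C / Compound dosing: 8.92 µM, single dose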
HTRA1 inhibitor – HTRA1 serine protease inhibitors, primary screen, biochemical, fluorescence polarization, HTS | recombinant HTRA1, FP-rhodamine activity-based probe | inhibition, % at 5.96 µM | 340,000 compounds, 0.5% hits; in the data active = inhibition above about 36%;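 note: 0% = enzyme with DMSO and 100% = wells lacking enzyme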
LEDGF integ inh – blockers of LEDGF/p75-dependent integrase strand transfer – biochemical, TR-FRET, high throughput, primary screen; HIV-1 integrase (with human LEDGF/p75); TR-FRET IN-LEDGF/p75 DNA integration, Eu/Cy5; inhibition, % at 3.7 µM; 370,000 compounds, 0.64% hits;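 active = inhibition above the screen-wide mean plus 3 SD, cut at about 13% in these data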;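 note: signal is the Cy5 over europium emission ratio at 671 and 618 nm; 0% = plate median of compound wells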
TCR-CD3 inh – inhibitors of human TCR-CD3 interaction, primary screen, biochemical, fluorescence, TAMRA-labeled TCR probe | 360,000 compounds, 0.37% hits | AID 651800, 2012 | inhibition, % at 9.4 µM | T-cell receptor (TCR); in the data active = inhibition above about 19%;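 note: recombinant mutant TCR 2C K166C tagged with TAMRA read by polarization; 0% = receptor in buffer alone and 100% = receptor with positive control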
PG9 binder – binders of HIV-1 gp120 antibody PG9, primary screen, biochemical, TR-FRET; AID 624416, 2012; TR-FRET gp120-PG9 antibody binding; HIV-1 gp120 / PG9 antibody interaction; inhibition, % at 6.7 µM; 360,000 compounds, 0.43% hits; in the data active = inhibition above about 8.5%
Rev-erbA mod – modulators of Rev-erb alpha DNA binding, primary screen, biochemical, FITC-DNA, fluorescence polarization, uHTS; 370,000 compounds, 0.79% hits; activity, % at 10 µM; Rev-erbα–FITC-DNA binding, 90 min; Nuclear receptor subfamily 1 group D member 1 (Homo sapiens), P20393; AID 1259318, 2017;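 active = activity above about 14%, limit read from the data; passing the limit was not always enough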;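 note: 0% = DMSO wells with 35 nM protein and 100% = DMSO wells with 750 nM protein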
MBD2 DNA inh – inhibitors of MBD2 binding to methylated DNA, primary screen, biochemical, TR-FRET, DNA-binding domain, human; Methyl-CpG-binding domain protein 2 (Homo sapiens), Q9UBB5; MBD2 binding to methylated oligonucleotide; inhibition, % at 4.4 µM; 370,000 compounds, 0.31% hits; AID 686964, 2013; in the data active = inhibition above about 13%
* = called active by the depositor; / = no result given.

SMILES | UHRF1 MBD2 ctr | PRMT1 inh | rCAG RNA binder | mABHD4 FP | HTRA1 inhibitor | LEDGF integ inh | TCR-CD3 inh | PG9 binder | Rev-erbA mod | MBD2 DNA inh
CCCCn1nnnc1C(c1cc2ccccc2o1)N(C)Cc1ccc(Cl)c(Cl)c1 (stereo not drawn) | -3 | 0 | 8 | -12 | / | 2 | -5 | 1.4 | 7 | 8
O=C1NCCOC(=O)[C@@H](Cc2ccc(F)cc2)C/C=C\C[C@@H]1CC(=O)N(CCO)Cc1ccccc1 | 0 | 2 | -8 | 0 | 6 | 1 | 1 | -0.8 | -4 | -1
COc1ccc(Cl)cc1NC(=O)c1ccco1 | -4 | 0 | 4 | -1 | -3 | 5 | 0 | -1.1 | 2 | 3
Cc1cc(/C=C2\C(=N)N3N=C(c4ccco4)SC3=NC2=O)c(C)n1Cc1ccccc1 | 0 | 0 | 59* | -8 | -50 | 1 | 3 | -2.0 | -12 | 1
COCc1ccc(C(=O)N2CCCC(C(=O)c3cc(F)ccc3F)C2)s1 (stereo not drawn) | 1 | -1 | -4 | -1 | 1 | 0 | 5 | -0.6 | -1 | -2
CCOC(=O)c1[nH]cnc1C(=O)Nc1ccc(Cl)cc1 | 2 | -9 | 0 | -14 | -1 | 7 | 1 | -2.8 | -3 | -1
CCCc1c(-c2ccccc2Br)ncn1Cc1ccccc1OC | -1 | -3 | 2 | 3 | / | -1 | 0 | -1.5 | 9 | -1
COc1ccc(NC(=O)CCNC(=O)Cn2cnc3ccccc3c2=O)cc1OC | -1 | -6 | 0 | 0 | 2 | 1 | 3 | -3.8 | -4 | 2
Oc1ccccc1N1CCN(c2ccc3ccccc3n2)CC1 | -3 | 0 | 6 | 12 | -4 | -5 | 1 | 2.4 | 3 | 5
O=C(CC1(c2ccc(Cl)cc2)C2CC3CC(C2)CC1C3)NCCO (stereo not drawn) | -1 | 0 | -5 | 1 | -1 | -2 | 6 | -0.7 | 4 | 0
CC(=O)c1ccc(N2CCN(C(C)C(=O)Nc3ccc4c(c3)OCCO4)CC2)cc1 (stereo not drawn) | 3 | -2 | 1 | -6 | 2 | 7 | -5 | -1.5 | -3 | -2
Cc1ccsc1C(=O)OCC(=O)N1CCc2ccccc2C1 | 6 | 4 | -6 | -8 | -1 | 4 | -1 | -0.5 | 2 | 8
CCc1ccc(C(=O)NC2CCCCC2)s1 | 0 | -1 | -3 | 0 | -1 | -3 | 5 | 0.5 | -4 | -3
CSc1nc(N)n2nccc2n1 | 2 | -2 | 0 | 6 | / | -2 | 1 | -0.3 | -3 | 8
C=C(CCO)C1=CCN(S(=O)(=O)C(C)(C)C)[C@@H]1CCO | -4 | 1 | 4 | -2 | 3 | -5 | 4 | -0.1 | 2 | -6
COc1cc(C(=O)OC2CCN(C)CC2)cc(OC)c1OC | 1 | 0 | -1 | 0 | 4 | -2 | 6 | -0.8 | -1 | 3
O=C(O)Cc1csc(-c2ccc(F)cc2)n1 | 0 | 4 | -1 | -3 | 7 | -1 | -12 | -1.3 | -5 | -3
O=C(CN1CCCCC1)N1CCN(S(=O)(=O)c2ccccc2)C1 | 0 | -3 | 1 | -4 | 2 | -2 | 2 | -3.0 | -6 | 0
CCCc1nc2ccccc2c(C(=O)OCC(=O)N2CCc3ccccc32)c1CC | 2 | -4 | 4 | -9 | -27 | 1 | -2 | 1.2 | -4 | -3
CC(=O)Nc1ccc(N/C=C/C(=O)c2ccco2)cc1 | -1 | -1 | 3 | 4 | 3 | 0 | -4 | -1.7 | -8 | 0

Three records picked at random from the list so far:
SMILES | UHRF1 MBD2 ctr | PRMT1 inh | rCAG RNA binder | mABHD4 FP | HTRA1 inhibitor | LEDGF integ inh | TCR-CD3 inh | PG9 binder | Rev-erbA mod | MBD2 DNA inh
CCc1ccc(C(=O)NC2CCCCC2)s1 | 0 | -1 | -3 | 0 | -1 | -3 | 5 | 0.5 | -4 | -3
CCCc1c(-c2ccccc2Br)ncn1Cc1ccccc1OC | -1 | -3 | 2 | 3 | / | -1 | 0 | -1.5 | 9 | -1
COc1ccc(Cl)cc1NC(=O)c1ccco1 | -4 | 0 | 4 | -1 | -3 | 5 | 0 | -1.1 | 2 | 3

Additional records follow.
SMILES | UHRF1 MBD2 ctr | PRMT1 inh | rCAG RNA binder | mABHD4 FP | HTRA1 inhibitor | LEDGF integ inh | TCR-CD3 inh | PG9 binder | Rev-erbA mod | MBD2 DNA inh
C=C(C)CSc1nc2ccccc2c(=O)n1-c1c(C)n(C)n(-c2ccccc2)c1=O | 3 | -3 | -6 | -4 | -4 | 9 | 1 | -0.9 | 6 | 1
COc1cccc(N2CC(C(=O)Nc3nnc(SCC(=O)NC4CCCC4)s3)CC2=O)c1 (stereo not drawn) | -1 | 4 | 4 | 2 | -4 | 0 | 2 | -0.3 | -2 | -1
C/C(Cl)=C\Cn1c(N2CCCCCC2)nc2c1c(=O)n(C)c(=O)n2C | 3 | -3 | -3 | -10 | -3 | 2 | -3 | -3.7 | -3 | -4
COc1ccc(Cc2n[nH]c(=S)n2NC(=O)Nc2ccc(C)cc2)cc1 | -1 | -1 | 13 | -2 | -2 | 6 | 4 | 0.7 | -2 | -1
COc1ccc(NS(=O)(=O)c2ccc(C)c(C(=O)N3CCC3)c2)cc1 | 4 | -3 | 3 | -3 | -2 | 0 | -1 | -0.1 | -8 | 3
COc1cccc(-c2cc(C(=O)Nc3ccc([N+](=O)[O-])cn3)c3ccccc3n2)c1 | 1 | -3 | 7 | -16 | 4 | -2 | 6 | -4.0 | 14 | 0
CCCC(=O)Nc1ccc(NCc2ccc(C)s2)cc1 | -2 | 2 | 0 | 5 | -11 | 2 | 6 | -3.5 | 0 | -2
COc1cc(C(=O)OCC(=O)N(C)Cc2ccccc2)cc(OC)c1OC | 1 | -1 | -7 | 1 | -2 | -1 | 3 | -1.4 | 1 | -5
Cc1nc2[nH]c(=O)c3c(n2n1)NC1=C(C(=O)CC(C)(C)C1)C3c1ccccc1 (stereo not drawn) | -3 | -3 | 0 | -2 | 0 | -1 | 2 | -2.2 | 3 | -6
Cn1c2ccccc2c2cc(C(=O)OCC(=O)N3CC(=O)Nc4ccccc43)sc21 | -7 | 1 | 11 | -16 | -26 | 2 | 5 | 2.0 | 74* | -1
Cc1sc2ncn(CC(=O)NCCc3ccccc3)c(=O)c2c1C | 1 | 0 | 1 | 3 | 5 | 2 | -2 | 0.1 | 1 | 3
CCOc1ccc(NC(=O)CCNC(=O)C2CCN(S(=O)(=O)c3ccccc3)CC2)cc1 | 0 | 9 | -1 | 15 | 3 | -2 | 2 | 1.9 | 1 | 0
CC(C)(C)OC(=O)NCc1ccc(CNC(=O)c2[nH]cnc2C(=O)N[C@@H](Cc2ccccc2)C(=O)OCc2ccccc2)cc1 | -1 | 0 | 12 | -68 | -34 | -3 | 5 | -1.0 | 1 | -1
Cc1sc2ncn(CC(=O)N3CCC(C(N)=O)CC3)c(=O)c2c1S(=O)(=O)N1CC(C)CC(C)C1 (stereo not drawn) | 2 | 6 | 5 | -1 | 2 | -3 | -1 | -0.8 | 6 | 1
CCOc1ccc(Nc2ccc3nonc3c2[N+](=O)[O-])cc1 | -2 | 2 | 0 | 2 | 6 | 1 | 0 | 0.4 | 3 | 5
CCCNC(=O)Nc1nc(C(N)c2ccc(OC)cc2)cs1 (stereo not drawn) | 13 | -2 | 9 | -3 | / | 1 | 0 | -0.2 | -5 | 1
O=C(NCc1ccccc1)C(c1ccc(-c2ccccc2)cc1)N1CCN(C(=O)C2CCCO2)CC1 (stereo not drawn) | 0 | 1 | 2 | -5 | / | 1 | 2 | 0.5 | -1 | -3
Cn1c(=O)c(=O)n(C)c2cc(S(=O)(=O)CCC(=O)Nc3ccc(F)cc3)ccc21 | -2 | 2 | 0 | -1 | 2 | 2 | 2 | -0.8 | 0 | -4
COc1ccc(/C(C)=N/OCC(=O)Nc2nc3ccccc3s2)cc1OC | 2 | 4 | 1 | -27 | -31 | 3 | -9 | -1.6 | 5 | 8
O=C(CN1CCC(NC(=O)Nc2ccc3c(c2)OCO3)CC1)Nc1ccc2c(c1)OCCO2 | 0 | 4 | 7 | 8 | / | -1 | / | / | -5 | -1
CCN(CCCNC(=O)CC(C(=O)N1CCc2ccccc21)n1ccnc1)c1ccccc1 (stereo not drawn) | -3 | 1 | -7 | 6 | -4 | 1 | -8 | -0.1 | 2 | -7
CCCc1ccc2oc(C(=O)N3CCC(O)CC3)c(C)c2c1 | 0 | 2 | -3 | -1 | -3 | -4 | 2 | -0.2 | 0 | 0
CCN1CCC(CN2CCNC2=S)CC1 | -1 | -1 | 1 | 4 | -2 | -1 | -1 | -0.4 | -1 | 1
COC(=O)C(C(=O)Nc1cccc(C)n1)C1CCCCCC1 (stereo not drawn) | -4 | 3 | -7 | 1 | -3 | -2 | -3 | -4.1 | 2 | -4
CC1CCN(S(=O)(=O)c2cccc(C(=O)N3CCN(c4ccc(F)cc4)CC3)c2)CC1 | 0 | -4 | -7 | -3 | 2 | 1 | 1 | -1.8 | 2 | -3
CC1CC(C)CN(C(=O)COC(=O)c2cc(S(=O)(=O)N3CCOCC3)ccc2F)C1 (stereo not drawn) | -3 | -3 | -4 | -1 | 5 | 1 | 1 | -3.1 | 3 | 2
COc1ccc(-c2cc(C(F)F)n3ncc(C(=O)Nc4c(C)n(C)n(-c5ccccc5)c4=O)c3n2)cc1 | -2 | 0 | -3 | 7 | -2 | -1 | -5 | -2.2 | -8 | 4
CCCCC1CC2=C(C(=O)OC(C)(C)O2)C(c2cccc3ccccc23)O1 (stereo not drawn) | 16 | 1 | 2 | -5 | / | -4 | -4 | -0.6 | 8 | 2
C/C(CCc1ccccc1)=N\NC(=O)c1ccc(CN2CCOCC2)cc1 | 1 | 1 | -3 | -3 | -1 | -1 | 0 | -0.7 | 4 | 5
Cc1c(Cl)cccc1NC(=S)N(CCN(C)C)C(C)c1ccccn1 (stereo not drawn) | 16 | 2 | -5 | 1 | 3 | -2 | -7 | 0.7 | 1 | 5
O=C(CNC(=O)c1ccc(Cl)cc1Cl)OCC(=O)N1CCCC1=O | -1 | 1 | -1 | 3 | 1 | -4 | 5 | -0.5 | 6 | -2
C[C@H]1CN([C@@H](C)CO)C(=O)c2cc(NC(=O)C3CCCCC3)ccc2O[C@H]1CN(C)CC1CCCCC1 | 0 | -1 | -12 | 6 | 3 | 0 | 6 | 1.1 | -2 | 0
CCOC(=O)C1CCCN(CCC(=O)Nc2cc(C)cc(C)c2)C1 (stereo not drawn) | 4 | -2 | -7 | -4 | 5 | 1 | -4 | 0.7 | -4 | 1
COCCN(Cc1ccccc1)C(=O)c1cc(S(=O)(=O)N2CCCCCC2)ccc1OC | -2 | 0 | -7 | -3 | 0 | 3 | 9 | -0.1 | -4 | 0

The list is partial. The share of hits here may be higher or lower than overall.
